# CatS block = blocks human cathepsin S protease activity; P25774; recombinant cathepsin S, AMC dipeptide fluorescence, pooled mixtures; inhibition, %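 (tested at 5 µM per compound within 10-compound mixtures)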; hit rate 0.06% among 62,000; in the data active means inhibition above about 32%, passing the limit was not always enough; inconclusive means no clear call, values can overlap the other calls;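 further: 0% = enzyme without compound and 100% = blank without enzyme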
# Target sequence (P25774 115-331 limits assumed): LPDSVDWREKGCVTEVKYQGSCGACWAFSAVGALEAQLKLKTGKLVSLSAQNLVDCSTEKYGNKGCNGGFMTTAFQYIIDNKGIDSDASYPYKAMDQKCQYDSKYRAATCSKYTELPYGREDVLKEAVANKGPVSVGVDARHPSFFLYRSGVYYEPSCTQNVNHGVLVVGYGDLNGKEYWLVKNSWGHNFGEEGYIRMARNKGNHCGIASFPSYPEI
# PKA kinase inh = blocks human protein kinase A activity; PKA Kemptide phosphorylation, Kinase-Glo ATP luminescence; inhibition, % at 6 µM; hit rate 0.1% among 65,000; AID 524;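 active means inhibition above the screen-wide mean inhibition plus 3 SD, cut at about 21% in these data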; further: many of its hits are not listed in these tables
# Cathepsin G inh = cathepsin G (human) inhibition | P08311 | purified enzyme, AMC-tetrapeptide fluorescence, pooled mixtures | inhibition, % at 5 µM (by protocol) | hit rate 0.2% among 62,000;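 active means inhibition above 20% in each of the two mixture wells holding the compound; inactive means inhibition of 20% or less in either well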;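 further: 0% = enzyme control without mixture and 100% = blank lacking enzyme; strong numbers were not always called active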
# C1s block = human complement C1s inhibition; P09871; purified C1s, fluorogenic AMC substrate, pooled mixtures; mean inhibition % of two 10-compound mixtures (hits give high values), % at 5 µM (by protocol); hit rate 0.16% among 62,000; AID 538;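 active means inhibition above 20% in each of the two 10-compound mixture wells holding the compound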;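 further: 0% = enzyme wells lacking compound mixture and 100% = no-enzyme blank wells; some compounds called inactive have numbers as strong as hits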
# Target sequence (P09871 16-437 limits assumed): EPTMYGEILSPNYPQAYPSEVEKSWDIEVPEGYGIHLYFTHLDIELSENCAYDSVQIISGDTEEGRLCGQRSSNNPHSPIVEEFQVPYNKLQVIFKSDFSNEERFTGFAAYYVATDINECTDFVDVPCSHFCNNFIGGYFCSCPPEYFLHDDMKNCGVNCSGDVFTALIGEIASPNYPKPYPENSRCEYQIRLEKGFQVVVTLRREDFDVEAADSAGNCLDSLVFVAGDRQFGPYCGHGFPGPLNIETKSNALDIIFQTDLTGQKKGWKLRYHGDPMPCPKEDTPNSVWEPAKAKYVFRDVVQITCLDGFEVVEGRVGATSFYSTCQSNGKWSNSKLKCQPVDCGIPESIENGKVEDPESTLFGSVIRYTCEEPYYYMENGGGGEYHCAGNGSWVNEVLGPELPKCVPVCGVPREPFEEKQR
# Target sequence (P09871 438-688 limits assumed): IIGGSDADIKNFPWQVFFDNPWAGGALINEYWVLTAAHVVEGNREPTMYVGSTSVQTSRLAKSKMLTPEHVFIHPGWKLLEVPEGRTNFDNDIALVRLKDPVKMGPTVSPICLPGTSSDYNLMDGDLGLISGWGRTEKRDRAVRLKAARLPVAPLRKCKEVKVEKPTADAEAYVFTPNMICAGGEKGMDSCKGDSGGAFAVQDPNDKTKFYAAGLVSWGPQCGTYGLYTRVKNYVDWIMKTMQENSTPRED
# ROCK2 blocker = ROCK2 (human) kinase inhibition. O75116. purified ROCK2, Kinase-Glo ATP depletion luminescence. inhibition, % at 6 µM. hit rate 0.35% among 60,000. AID 604;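 active means inhibition above the screen-wide mean inhibition plus 3 SD, cut at about 18% in these data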;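 further: plate controls were DMSO wells for no effect and Y-27632 control wells after no-enzyme background subtraction for full effect; many of its hits are not listed in these tables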
# CatB mixtures = inhibitors of human cathepsin B in compound mixtures; P07858; Purified cathepsin B, AMC dipeptide fluorescence; inhibition, %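 (ten-compound pools at 5 µM per compound and 50 µM total)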; hit rate 0.06% among 62,000; in the data active means inhibition above about 22%, passing the limit was not always enough; inconclusive means no clear call, values can overlap the other calls;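 further: 0% = enzyme without compound and 100% = no enzyme blank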
# CatB block = human cathepsin B inhibition; P07858; purified cathepsin B, fluorogenic substrate, fluorescence; inhibition, %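 (tested at 10 µM)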; hit rate 0.1% among 63,000; AID 453; in the data active means inhibition above about 21%;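 further: 0% = enzyme with no compound and 100% = no enzyme blank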
# HER2 expr 66K = inhibitors of human Her2 kinase expression | SKBR-3 HER2 protein level, AlphaScreen, 18-24 h; hits give low values | HER2 level % of control, % at 10 µM | P04626 | hit rate 0.69% among 65,000 | AID 645;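 active means HER2 level under 5% of the carrier-only control; inconclusive means no clear call, values can overlap the other calls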;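 further: 100% = DMSO carrier and 0% = 500 nM PU-H71 HSP90 inhibitor; lower value means stronger loss of Her2 protein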
# CatL block = blocks human cathepsin L protease activity; inhibition, %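 (tested at 10 µM)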; hit rate 0.17% among 58,000; P07711; purified cathepsin L, fluorogenic substrate, fluorescence; in the data active means inhibition above about 45%;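 further: 0% = enzyme with no compound and 100% = no enzyme blank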
# The depositor's hits bear a star; ? = inconclusive; / = not tested or not shown.
CatS block,PKA kinase inh,Cathepsin G inh,C1s block,ROCK2 blocker,CatB mixtures,CatB block,HER2 expr 66K,CatL block,Compound
-10,1,-5,-14,-1,-9,-3,102,13,CN(C)Cc1cc(CCNC(=O)c2ccc(Cl)cc2)ccc1O
?,13,-17,-112,7,-4,-2,72,/,CCOC(=O)c1c(C)[nH]c(C)c1C(=O)CSc1nnc(-c2cc(OC)c(OC)c(OC)c2)o1
13,4,17,19,0,1,6,91,18,COc1cc(C(=O)Nc2ccc(NC(=O)c3ccco3)nc2)cc(OC)c1OC
9,-4,1,-6,-2,-3,6,128,-3,CCOc1ccccc1-n1c(SCC(=O)NC)nnc1-c1ccco1
/,3,/,/,8,/,3,105,-5,O=C(NCCCNCc1ccccc1)/C(=N\O)c1ccccc1
-3,-11,10,17,-2,7,8,109,36,CCc1nn(CC(=O)NCCCN2CCc3ccccc3C2)c(=O)c2cc3sccc3n12
17,-7,3,-3,/,0,2,110,0,CC1CCCCC1NC(=O)c1ccc(N2CCCC2=O)cc1 (stereo not given)
-17,4,-3,-8,-2,-1,-3,101,-7,Cc1nc2sc(C(c3ccco3)N3CCC(Cc4ccccc4)CC3)c(O)n2n1 (stereo not given)
14,8,3,5,1,1,6,83,/,CC(C)N(CCNC(=O)c1cn(C)c2ccc(S(=O)(=O)N(C)C)cc2c1=O)Cc1ccccc1
7,8,13,15,2,-4,-1,89,32,O=C(Oc1cccc(-n2cnnn2)c1)c1sc2ccccc2c1Cl
5,3,1,4,-1,7,-3,79,-13,COc1cccc(-c2nc(=S)c3c(n2Cc2ccco2)CCCC3)c1
-5,-4,1,8,/,4,-7,106,-5,C=C(C)CSc1nc2c(cc1C#N)CCC2
-4,4,9,13,0,5,7,124,8,CCOCCn1c(CCCO)nc2ccccc21
-5,-10,0,-3,-8,0,-1,108,/,CC1(C(=O)NCc2cccnc2)CCC(=O)N1CCc1ccccc1 (stereo not given)
2,15,10,18,2,3,6,110,16,CC1CCN(c2nnc(N)s2)CC1
20,-1,7,14,1,5,7,144,3,CC(CCc1ccccc1)NC(=O)C1CCN(S(=O)(=O)c2cnc[nH]2)CC1 (stereo not given)
5,12,2,5,5,8,-3,93,-1,O=C(C1CCN(S(=O)(=O)c2ccc(-n3cnnn3)cc2)CC1)N1CCN(c2ccccc2)CC1
-4,-3,9,-3,/,4,0,48,/,CC(=O)NCCN=Cc1sc2ccccc2c1O
11,7,-13,-20,-1,3,4,87,13,CC(=O)N1CCN=C1SCc1c(F)cccc1Cl
5,3,24,11,3,1,0,84,7,CCOC(=O)c1cccc(NC(=O)C2CCC(CNc3c(N4CCOCC4)c(=O)c3=O)CC2)c1 (stereo not given)
9,1,13,15,-2,8,0,90,6,COCCn1c(SCC(=O)Nc2nnc(C)s2)nnc1-c1c[nH]c2ccccc12
-2,10,0,1,6,2,3,96,5,O=S(=O)(Nc1ccccc1N1CCOCC1)c1ccc(Cl)s1
3,5,0,-25,6,5,-2,100,8,CC(=NCc1cccnc1)C1=C(O)c2ccccc2C1=O
-1,-4,1,-22,/,-1,-2,78,/,CC(C(=O)OCc1nnc(-c2ccccc2)o1)N1C(=O)c2ccccc2C1=O (stereo not given)
-9,-6,-2,-10,/,2,4,91,12,CCn1c(=NC(=O)CSC(C)=O)sc2ccccc21
18,10,6,5,5,9,-2,105,-1,COc1cccc(N2CCN(Cc3nc(N)nc(Nc4ccccc4OC)n3)CC2)c1
8,4,8,18,/,-1,2,121,/,c1ccc2c(c1)oc1c(NCCCN3CCOCC3)ncnc12
-9,8,5,0,7,-1,3,135,6,O=C1CC(N2CCN(Cc3ccc4c(c3)OCO4)CC2)C(=O)N1c1ccccc1 (stereo not given)
8,7,-1,-21,2,6,5,91,1,CCOC(=O)C(NC(=O)CC)(Nc1ccc(S(=O)(=O)Nc2ncccn2)cc1)C(F)(F)F (stereo not given)
7,1,3,5,3,0,-1,59,-6,Cc1csc2ncc(C(=O)Nc3ccccc3F)c(=O)n12
1,8,12,-3,5,1,1,102,21,Cc1nc(S(=O)(=O)NC2CCCCC2)c(C#N)c(C)c1Cl
-3,-3,5,1,-3,3,5,91,-2,Cc1ccc(C(=O)Nc2nccs2)cc1S(=O)(=O)N1CCCCC1
19,4,10,2,2,2,8,130,12,Cc1ccc(CNC(=O)CCCOc2cc(=O)n(C)c3ccccc23)o1
1,14,-2,-2,6,1,1,/,-3,COC(=O)C(O)(CC(=O)Nc1cccc(SC)c1)C(F)(F)F (stereo not given)
-9,-3,2,1,-5,-3,-3,87,-2,Cc1cc(C)c2cc(CN(CC3CCCO3)C(=O)NC3CCCCC3)c(=O)[nH]c2c1 (stereo not given)
-4,9,-2,-8,3,2,1,91,-8,CN(C)c1ccc(-c2nnc(-c3ccc(S(=O)(=O)C(F)F)cc3)o2)cc1
-11,-6,2,0,-5,5,-5,68,-2,CCOc1ccc(OCc2ccc(C(=O)Nc3cccc(C)n3)o2)cc1
0,10,1,2,/,4,2,64,/,CCOC(=O)c1cc2occc2n1CC(=O)NC1CCCCC1C (stereo not given)
5,-7,-2,-6,1,-2,-1,-26*,10,O=S(=O)(Nc1ccc2c(c1)CCC2)c1cccs1
-3,5,9,3,6,-4,-5,70,-2,N#Cc1c(NC(=O)CSc2nc3ccccc3c(=O)n2Cc2ccco2)sc2c1CCCC2
-4,-3,10,13,1,5,-1,99,6,COc1ccc(OC)c(S(=O)(=O)N2CCC(C(=O)Nc3ccc(C)c(C)c3)CC2)c1
2,4,9,8,7,0,8,96,15,CCSc1nnc(NC(=O)c2cnccn2)s1
-11,-3,13,21,2,6,5,100,5,CCOC(=O)C1CCN(C(=O)C2CCN(S(=O)(=O)c3cc(Cl)ccc3Cl)CC2)CC1
10,11,-1,-16,8,1,4,95,21,CC(=O)n1nc2nc(C)cc(C)c2c1N
/,3,/,/,8,/,0,122,-4,c1csc(-c2nn3c(C4CCCCC4)nnc3s2)c1
-6,-8,8,17,-1,4,1,/,/,C=CCSc1nnc(-c2c[nH]c3ccccc23)n1CC
-10,-5,-4,-10,-13,1,-1,128,/,O=C(O)C1CC=CCC1C(=O)NC12CC3CC(CC(C3)C1)C2 (stereo not given)
7,4,11,17,4,-1,0,96,21,CC(C)(/C=N/O)/[N+]([O-])=C/c1ccccc1C(F)(F)F
3,-6,-1,-9,1,3,1,93,0,O=C1c2ccccc2C(O)N1Cc1ccc2c(c1)OCO2 (stereo not given)
3,9,-3,-8,5,-2,0,96,25,C=C(C)CSc1nnc(-c2ccccc2)n1N
6,6,5,7,2,1,3,73,6,O=C(CSc1ccc(-c2ccccc2)nn1)N1CCOCC1
5,2,0,-2,4,7,-2,99,3,CCOC(=O)c1c(C)oc2c1c(/C=N/c1ccccn1)c(O)c1ccccc12
6,1,-1,-8,0,4,-2,91,/,COC(=O)c1ccc(NC(=O)CSc2nnc(Cc3cccn3C)n2-c2ccc(F)cc2)cc1
-8,5,1,-8,-10,-5,6,67,-7,Cc1nc(/N=C(\N)Nc2ccccc2)nc2ccccc12
-5,4,2,3,0,0,-2,89,7,O=C(c1ccccc1F)N1CCN(Cc2cccc(Cl)c2)CC1
-17,13,-7,-65,4,-18,2,76,1,O=C(COC(=O)c1cncc(Br)c1)NCCC1=CCCCC1
-4,-1,-13,-22,-4,-3,12,108,9,Cn1c(=O)oc2cc(S(=O)(=O)N3CCCC3)ccc21
5,3,-7,-22,6,-7,0,67,3,CC(O)(C#CCN1CCCC1)c1ccccc1 (stereo not given)
8,11,-4,-27,0,-1,3,89,-1,O=C(CCN1C(=O)c2ccccc2C1=O)Nc1ccc(-c2nc3ccccc3o2)cc1
11,8,-3,5,4,2,0,81,4,O=C(COc1ccccc1)NCCc1nc2ccccc2[nH]1

# More results.
CatS block,PKA kinase inh,Cathepsin G inh,C1s block,ROCK2 blocker,CatB mixtures,CatB block,HER2 expr 66K,CatL block,Compound
1,-1,40,21,0,-10,3,70,-6,Cc1ccc(S(=O)(=O)C(C#N)c2nc3ccccc3nc2OC(C)C)cc1 (stereo not given)
-7,5,-2,-40,7,4,-8,98,-5,CCCCOC(=O)CCc1c(C)[nH]c(=O)c(C#N)c1C
-5,2,4,-4,5,-1,5,87,14,CCc1nc2ccccc2c(=O)n1NC(=O)c1c(O)c2ccccc2[nH]c1=O
-2,-5,14,11,/,2,1,40,7,CC(C)(C)OC(=O)N1CC=C2C(C#N)=C(N)C(C#N)(C#N)C(c3cccs3)C2C1 (stereo not given)
/,0,/,/,3,/,-1,100,5,Cc1cc(C(F)(F)F)c(C#N)c(SCC(=O)NC2CC2)n1
3,7,7,-4,11,-3,4,100,25,O=C(CN(Cc1cccs1)C(=O)CNS(=O)(=O)c1ccc(F)cc1)NCc1ccco1
-4,-3,3,14,-2,2,6,97,-1,CCOC(=O)c1cnn(CCOC(=O)Cc2cccs2)c1NC(=O)Cc1cccs1
0,8,-3,-26,6,-4,5,/,16,O=C(CCc1nc(-c2ccccc2F)no1)NCc1ccco1
-4,-2,12,13,-3,1,-1,86,-2,OC(CNCCc1ccc(Cl)cc1)COCc1ccco1 (stereo not given)
12,0,2,6,/,6,2,167,4,C=CCN1C(=Nc2ccccc2)SC/C1=C\C(=O)OC
-4,-2,0,2,-5,1,1,88,-3,CCc1ccc2c(COC(=O)c3n[nH]c4ccccc34)cc(=O)oc2c1
3,4,3,41,6,-1,0,82,3,COc1cccc(C2C(C(=O)c3sc(C)nc3C)=C(O)C(=O)N2CCN2CCOCC2)c1 (stereo not given)
31,8,-4,-10,2,2,1,80,0,O=c1oc2ccccc2c(N2CCCCC2)c1CN1CCCCC1
-15,3,-19,-8,8,3,1,98,12,CCCN(CCC)S(=O)(=O)c1ccc(C(=O)O)cc1
-6,-2,11,1,-9,5,6,52,-4,CCOC(=O)c1c(-c2ccc(C)cc2C)csc1NC(=O)CSc1nnnn1C

# An excerpt of these results, comma-delimited:
SMILES,CatS block,PKA kinase inh,Cathepsin G inh,C1s block,ROCK2 blocker,CatB mixtures,CatB block,HER2 expr 66K,CatL block
Cc1nc(S(=O)(=O)NC2CCCCC2)c(C#N)c(C)c1Cl,1,8,12,-3,5,1,1,102,21
Cc1ccc(C(=O)Nc2nccs2)cc1S(=O)(=O)N1CCCCC1,-3,-3,5,1,-3,3,5,91,-2

# The list continues.
CatS block,PKA kinase inh,Cathepsin G inh,C1s block,ROCK2 blocker,CatB mixtures,CatB block,HER2 expr 66K,CatL block,Compound
11,0,15,11,2,2,2,73,19,CCOC(=O)C(Cc1cc(C(C)=O)ccc1OCC)C(=O)OCC
0,10,-1,-2,4,9,-1,106,2,CN(C)CCCNC(=O)CCC1CCCCC1
2,8,7,-13,5,-3,-2,65,25,CCOc1ccccc1-n1c(CN2CCN(C(=O)c3ccco3)CC2)nc2ccccc2c1=O
-3,2,8,-1,8,1,5,130,6,Cn1c(=O)oc2cc(S(=O)(=O)N3CCN(c4ccccc4)CC3)ccc21
-6,7,24,-17,8,-2,0,99,-2,CCOC(=O)c1c(N)sc2c1CCCC2
3,3,8,5,2,3,3,78,9,CCOc1ccc(S(=O)(=O)N2CCC(C(N)=O)CC2)c2ccccc12
-8,11,2,5,5,1,-1,91,-27,CCOC(=O)c1oc2nc(C)c3c(c2c1N)CC(C)(C)OC3
-1,12,12,16,9,3,3,98,-3,O=C1CN(S(=O)(=O)c2ccccc2)CC(=O)N1CCc1ccccc1
3,6,-6,-42,5,2,-5,74,/,CCc1ccc(C2CC(c3cccc(Cl)c3)n3nc(N)nc3N2)cc1 (stereo not given)
-5,9,6,4,2,-5,1,109,-6,CC1(C)Oc2ccc(C(=O)NC3CCCC3)cc2N(CC(=O)NC2CCCCC2)C1=O

# Screens deposited in PubChem by several laboratories.

# This is a subset; the hit share may differ from the screen's.
